Source: PubChem (Broad Institute)
SIRT5 block = inhibitors of human sirtuin-5 desuccinylase; Q9NXA8; Purified SirT5, succinyl-peptide AMC, trypsin-coupled fluorescence; inhibition, % at 15 µM; hit rate 1.1% among 330,000; in the data active means inhibition above about 15%; inconclusive means no clear call, values can overlap the other calls
Target sequence (Q9NXA8 whole entry, looked up): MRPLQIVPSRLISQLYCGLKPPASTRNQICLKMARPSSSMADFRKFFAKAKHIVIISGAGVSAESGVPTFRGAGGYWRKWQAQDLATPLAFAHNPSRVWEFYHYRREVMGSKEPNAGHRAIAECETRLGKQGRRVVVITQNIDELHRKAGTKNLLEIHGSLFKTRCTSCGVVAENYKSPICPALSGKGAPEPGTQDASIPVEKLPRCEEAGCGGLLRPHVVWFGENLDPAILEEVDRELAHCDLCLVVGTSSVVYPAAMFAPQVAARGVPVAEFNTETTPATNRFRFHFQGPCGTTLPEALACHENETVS
Casp6 inh = inhibitors of human caspase-6; purified caspase-6, Z-VEID-R110 cleavage fluorescence; inhibition, % at 12.5 µM; hit rate 0.53% among 350,000; P55212;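 active means mean inhibition across replicates at least about 35%, with every replicate also reaching that limit, limit read from the data; inconclusive means only one of the two criteria met; inactive means neither criterion met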;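 further: 0% = median of neutral control wells and 100% = no fluorescence left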
Target sequence (P55212 24-179 limits assumed): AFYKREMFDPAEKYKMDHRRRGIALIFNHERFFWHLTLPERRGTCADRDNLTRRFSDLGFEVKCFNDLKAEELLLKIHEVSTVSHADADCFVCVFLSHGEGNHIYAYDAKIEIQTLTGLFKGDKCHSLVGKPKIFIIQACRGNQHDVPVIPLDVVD
Target sequence (P55212 194-293 limits assumed): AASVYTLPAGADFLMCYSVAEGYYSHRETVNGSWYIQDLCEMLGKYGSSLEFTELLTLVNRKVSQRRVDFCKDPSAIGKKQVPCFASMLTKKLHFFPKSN
DENV2 CPE = DENV2-induced cell death inhibition | DENV2-infected cells, cytopathic effect rescue, plate reader | CPE inhibition, % at 9.99 µM | hit rate 1.7% among 350,000; in the data active means CPE inhibition above about 20%, passing the limit was not always enough; inconclusive means no clear call, values can overlap the other calls; tested in BHK-21 cells;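 further: 0% = median of neutral control wells and 100% = median of positive control wells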
LGR2 antag = Drosophila LGR2 receptor signaling inhibition | HEK293 LGR2, CRE-luciferase, bursicon-stimulated, 4 h | inhibition, % at 9.99 µM | hit rate 0.35% among 380,000 | AID 720647;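 active means drop in luminescence signal, shown as inhibition above about 50% in the replicate tests, limit read from the data, passing the limit was not always enough; inconclusive means probably only some replicates passing the limit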;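 further: agonist challenge used bursicon conditioned medium at about half maximal strength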
EWS-Fli block = EWS/Fli transcriptional activity inhibition; A673 NR0B1-luciferase reporter, viability-normalised; inhibition, % at 12.6 µM; hit rate 0.67% among 350,000; AID 651661;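 active means mean inhibition of at least 50% after viability correction, with every replicate also passing that limit; inconclusive means mean reaches 50% but only one of two replicates passes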;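 further: firefly luciferase signal divided by Alamar Blue viability fluorescence both relative to DMSO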
ARNT-TACC3 inh = disrupts binding between human ARNT and TACC3. AID 623870. hit rate 0.66% among 390,000. inhibition, % at 9.99 µM. AlphaScreen His-ARNT PAS-B/GST-TACC3 binding, luminescence; TACC3 fragment carries E629A point mutation. Q9Y6A5;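 active means mean inhibition of replicates at least 50% and at least half of replicates each reaching 50%; inconclusive means half or more replicates reach 50% but mean below 50%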;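 further: 0% = complete ARNT plus TACC3 wells and 100% = ARNT alone without TACC3; many hits fall short of the cut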
PAX8 reporter = lowers PAX8-driven luciferase in RMG-I cells | RMG-I TPO-luciferase reporter, SteadyGlo, 24 h | inhibition, % at 12.6 µM | hit rate 1.2% among 360,000;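 active means mean replicate inhibition at least 60% with every replicate also reaching 60%; inconclusive means only one of the two criteria is met; inactive means mean below 60% and not all replicates reaching 60%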;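 further: luciferase light reporting Pax8 driven TPO promoter activity; plate controls were median of neutral control wells for no effect and mitoxantrone controls for full effect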
An asterisk follows results filed as active; ? = inconclusive; . = not tested or not shown.

SMILES	SIRT5 block	Casp6 inh	DENV2 CPE	LGR2 antag	EWS-Fli block	ARNT-TACC3 inh	PAX8 reporter
CC(=O)Nc1ccc(NC(=O)C(C)OC(=O)CC2CCCC2)cc1 (stereo not given)	-2	3	-3	8	-4	-1	-17
C=CCN(C(=O)CSc1nnnn1C)c1nc(-c2ccccc2)cs1	-3	-1	-7	26	-80	-2	-48
Cc1cccc2nc3c(nc12)CCCC3	0	0	9	-18	0	-3	-17
CC(C)N(CC#CCC1(O)c2ccccc2-c2ccccc21)CCO	6	2	-1	-8	0	-2	.
O=C(N/N=C/c1ccc(Cl)s1)c1ccccc1[N+](=O)[O-]	2	2	-3	-21	5	12	8
Cc1ccc(CN2CC[C@H]3C=CCc4cccc(c43)C2)cc1	-6	-4	?	.	4	11	2
COc1ccc(NC(=O)c2ccc(COCC(F)(F)F)cc2)cc1OC	.	.	.	-1	.	30	-12
O=C(NCCN1CCC(n2c(=O)[nH]c3ccccc32)CC1)N1c2ccccc2Sc2ccccc21	0	-3	-12	6	25	.	34
O=C(c1ccco1)c1coc2c1cc(O)c1ccccc12	-5	47*	2	.	-9	-10	-105
O=C(C[C@@H]1C[C@H]2c3cc(NC(=O)CC4CC4)ccc3O[C@H]2[C@H](CO)O1)NCC(F)(F)F	0	-4	14	15	-1	3	0
Clc1ccc(-c2ccnc(-n3cccc3)n2)s1	-3	-3	-3	-25	-9	-4	20
CCn1c(CC(=O)Nc2ccc(C)cc2)nnc1SCC(=O)N1CCOCC1	-1	-1	-7	5	.	0	0
CO[C@@H](CN(C)C(=O)c1ccccc1F)[C@@H](C)CN([C@H](C)CO)S(=O)(=O)c1ccc(F)cc1	2	-2	0	-4	-4	0	.
O=C(NCC1CC1)[C@@H]1[C@@H](CO)[C@@H]2Cn3c(ccc(-c4cccnc4)c3=O)[C@@H]2N1C(=O)NC1CCCC1	-25	-1	5	2	-2	4	0
CN1CCN(C(=O)C[C@H]2CC[C@@H](NC(=O)Cc3ccccn3)[C@H](CO)O2)CC1	2	0	9	-7	-3	7	-3
Cc1nn(C)c(C)c1NC(=O)COc1ccc(Cl)cc1Br	0	-2	-2	5	17	-6	14
Cc1cccc(OCCOC(=O)C2CCN(S(=O)(=O)c3ccc(C)c(C)c3)CC2)c1	-2	0	0	-13	4	-5	-17
CCOCCCNC(=O)c1cn2c3c(ccc(Cl)c3c1=O)OC(C)C2 (stereo not given)	-10	-3	1	16	1	-9	-13
CO[C@@H]1CN(C)C(=O)c2ccc(NS(C)(=O)=O)cc2OC[C@@H](C)N(C(=O)NC(C)C)C[C@H]1C	1	-3	4	8	4	-3	3
C=CCN(c1ccccc1OC)S(=O)(=O)c1cccc(C(=O)NCC(c2ccc(OC)cc2)N2CCCC2)c1 (stereo not given)	-3	-11	-2	0	8	-2	13

Looked up by compound from the entries so far:
SMILES	SIRT5 block	Casp6 inh	DENV2 CPE	LGR2 antag	EWS-Fli block	ARNT-TACC3 inh	PAX8 reporter
CCOCCCNC(=O)c1cn2c3c(ccc(Cl)c3c1=O)OC(C)C2 (stereo not given)	-10	-3	1	16	1	-9	-13
CN1CCN(C(=O)C[C@H]2CC[C@@H](NC(=O)Cc3ccccn3)[C@H](CO)O2)CC1	2	0	9	-7	-3	7	-3

Later entries
SMILES	SIRT5 block	Casp6 inh	DENV2 CPE	LGR2 antag	EWS-Fli block	ARNT-TACC3 inh	PAX8 reporter
Cc1ccc(NS(=O)(=O)c2cccc(C(=O)N(C)Cc3cccs3)c2)cc1	2	3	16	-17	-5	0	9
CCNC(=O)C[C@H]1CC[C@@H]2[C@H](COC[C@@H](O)CN2C(=O)C2CCCC2)O1	-2	-5	-4	-30	-7	23	-3
Clc1nc2nc3n(c2nc1Cl)CCC3	1	0	0	10	4	6	-24
Fc1ccc(NC(=S)Nc2cccnc2)c(F)c1F	-1	9	.	-12	5	-7	7
O=S(=O)(NC1=NCCCCC1)c1cccs1	1	-2	-7	-3	0	-2	.
C[C@@H]1CCCCO[C@H](CN(C)Cc2ccc(C(=O)O)cc2)[C@H](C)CN([C@H](C)CO)C(=O)c2cc(NC(=O)NC3CCCCC3)ccc2O1	-2	-1	1	22	-7	-8	-11
CCc1sc(C(=O)Nc2nc(C)cs2)cc1C	-3	1	2	-122	-74	7	-115
Nc1nc(-c2cc3c(cc2Cl)OCCO3)cs1	3	-1	1	-8	-8	2	-45
O=C(C[C@H]1C[C@H]2c3cc(NC(=O)c4ccc5c(c4)OCO5)ccc3O[C@H]2[C@H](CO)O1)NCCN1CCCCC1	1	-30	-5	-11	-35	12	-15
COc1ccc(C(=O)NNC(=O)CSc2nnc(C3CC3)n2C)cc1	0	-3	10	5	1	0	-4
O=C(Cn1c(=O)sc2ccccc21)NCc1ccccn1	-3	1	-1	3	-54	.	-70
C[C@H]1CN([C@@H](C)CO)C(=O)c2cccc(NC(=O)c3cnccn3)c2O[C@@H]1CN(C)Cc1ccccc1	8	2	-8	15	-2	.	3
COc1cc(CN2CCNC(=O)C2CC(=O)N(Cc2nccn2C)C(C)C)cc(OC)c1 (stereo not given)	2	-4	7	6	11	38	-8
CCOC(=O)NC(=O)C(=CNNc1ncc(C(F)(F)F)cc1Cl)C(=O)NC(=O)OCC	-3	-4	6	12	-4	-6	15
CCN(CC)S(=O)(=O)c1ccc(C(=O)NNc2nc(-c3ccccc3)c3cc(Br)ccc3n2)cc1	.	.	.	-3	.	0	16
O=C(C[C@@H]1CC[C@H]2[C@@H](COC[C@@H](O)CN2CCC(F)(F)F)O1)NCc1ccc(Oc2ccccc2)cc1	.	.	13	2	12	14	6
NS(=O)(=O)c1ccc(CNC(=O)Cc2ccsc2)cc1	-4	4	-2	-10	1	-9	7
COc1cc(C(=O)O[C@H]2C/C(C)=C/CC[C@]3(C)O[C@@H]3C(O)C2C(C)C)cc(OC)c1OC (stereo not given in full)	-5	3	-4	8	5	10	-22
O=C(CN1CCOCC1)N1CC(=O)N2[C@H](C1)[C@@H](c1ccc(-c3cccc(F)c3)cc1)[C@@H]2CO	2	3	-10	-9	2	.	.
COc1ccc(NC(=O)Nc2cccc3c2O[C@@H](CN(C)S(=O)(=O)c2ccc(F)cc2)[C@H](C)CN([C@H](C)CO)C3=O)cc1	.	.	-16	0	-3	6	10
COCCN(CC(=O)Oc1ccccc1P(=O)(OC)OC)Cc1ccccc1	4	3	?	.	-3	.	0
CCCn1c(C(C)Nc2nc(C)cs2)nc2cc(Cl)c(Cl)cc21 (stereo not given)	1	-9	.	17	5	1	-2
COc1cccc(-c2cnc3c(c2)C(=O)N([C@H](C)CO)C[C@@H](C)[C@@H](CN(C)C(=O)CC2CC2)O3)c1	3	-1	-5	-5	-8	-9	.
CCO/C=C1/C(=O)N(c2ccccc2OC)C(=O)c2ccccc21	4	38*	-5	15	7	7	-6
CN(C)S(=O)(=O)N(CC(=O)Nc1ccc(S(=O)(=O)N2CCCC2)cc1)c1ccccc1	4	-115	-9	18	6	1	26
C[C@H]1CN([C@@H](C)CO)C(=O)c2cc(-c3cccc(F)c3)cnc2O[C@@H]1CN(C)C(=O)Nc1cc(F)ccc1F	-2	1	13	-17	9	3	.
COc1ccc(-c2cc(C(F)F)n3ncc(C(=O)Nc4ccc(C(=O)N5CCOCC5)cc4)c3n2)cc1	-2	2	-5	15	16	-5	7
CN(C)S(=O)(=O)c1ccc(Cl)c(C(=O)OCC(=O)NC(=O)NC2CCCC2)c1	0	3	6	5	1	-2	-6
COc1cccc2cc(-c3nc4ccccc4o3)c(=O)oc12	-5	1	-10	-121	-91	.	-104
COc1cc(CC(=O)OCC(=O)NC2CCCCC2)cc(OC)c1OC	0	1	7	-31	11	-5	4
CCCC(=O)Nc1ccc2c(c1)C(=O)N(C)[C@H]1CC[C@H](CC(=O)NCCN3CCCCC3)O[C@@H]1CO2	-17	2	4	7	5	-11	-16
O=C(C[C@H]1C=C[C@@H](NC(=O)C2CCOCC2)[C@@H](CO)O1)Nc1nccs1	-4	2	-1	2	-7	.	.
CC(=O)c1ccc(NC(=O)C2CC(=O)Nc3nc4ccccc4n32)cc1 (stereo not given)	-4	-2	4	3	2	-4	12
COc1ccc(Cc2noc(CN(C)C3CC(C)(C)NC(C)(C)C3)n2)cc1OC	3	0	0	1	14	1	0
c1ccc2c(c1)Nc1cc3ccccc3cc1O2	-3	-2	3	-42	-55	-5	-90
CCC(=O)c1ccc(OCC(=O)OCC(=O)N2CCN(c3ccc(OC)cc3)CC2)cc1	-1	0	-1	6	-2	0	-12
COCC(=O)N(C)C[C@H]1[C@H](c2ccccc2)[C@@H](CO)N1C(=O)NC(C)C	2	3	0	-7	6	0	3
Cc1cccc(NC(=O)c2sc3nc(-c4ccccc4)cn3c2C)n1	-1	1	-5	-16	-54	-13	.
COc1ccc([C@H]2CC(=O)C[C@@H](CCn3cc(CCc4ccccc4)nn3)O2)cc1	.	1	11	7	-6	.	-8
Cc1ccsc1/C=C/c1n[nH]c(=O)c(C#N)c1C	4	1	-1	-14	3	19	-3
Cc1cc(N2CCN(C(=O)OC(C)(C)C)C[C@@H]2C)ccc1Br	8	0	-10	-9	-4	.	-22
COc1ccc2c(c1)[C@@]1(OCCC=C[C@H]1C)C(=O)N2Cc1ccccc1C(F)(F)F	-2	1	-10	-4	-10	.	-3
Cc1cc(OCC(=O)Nc2ccc(S(=O)(=O)N3CCN(C)CC3)cc2)ccc1Br	0	-5	-6	0	.	3	-15
COc1ccc(C)cc1NC(=O)CN(C)S(=O)(=O)c1ccc2c(c1)CC(C)N2C(C)=O (stereo not given)	0	-1	0	-1	-1	1	10
CCOc1ccccc1/C=C/c1cc(C(=O)O)c2ccccc2n1	-5	12	-4	-1	-10	2	-25
COc1ccccc1C(=O)COC(=O)c1cc(S(=O)(=O)N2CCCCC2)ccc1N1CCOCC1	-9	3	2	15	2	-14	6
CCCc1cc(C(=O)Nc2sc3c(c2C#N)CCC3)no1	-3	3	0	-23	-11	0	6
C[C@@H]1CN([C@H](C)CO)C(=O)c2cc(NC(=O)C3CCCCC3)ccc2O[C@@H](C)CCCCO[C@@H]1CN(C)C(=O)CCCN(C)C	-4	1	7	6	-5	7	.
O=C(Nc1ccc(S(=O)(=O)NCC2CCCO2)cc1)c1cccc(F)c1 (stereo not given)	0	-1	1	-2	23	.	1
C[n+]1c(-c2ccccc2)cc2c(=Cc3ccc([N+](=O)[O-])cc3)c3ccccc3n21	-1	83*	-5	-2	5	14	74*
COC(=O)c1ccc(/C=N\N2CCN(Cc3ccc(C)cc3)CC2)cc1	-1	-7	-6	13	8	7	.
COc1ccc2c3c([nH]c2c1)[C@H](CO)N(C(=O)c1ccc(F)cc1)CC31CCN(C(=O)CC2CC2)CC1	.	.	-13	-5	0	.	.
O=C(c1cc(C2CCCCN2S(=O)(=O)c2ccccc2)on1)N1CCOCC1 (stereo not given)	0	-1	-7	0	-6	.	-2
COc1ccc(S(=O)(=O)N2[C@@H]3CNC[C@H]2C3c2ccc(-c3ccccc3F)cc2)cc1 (stereo not given in full)	-3	-6	7	15	-7	.	1
Cc1ccc(S(=O)(=O)N(C)C[C@@H]2Oc3c(NC(=O)c4ccncc4)cccc3C(=O)N([C@H](C)CO)C[C@H]2C)cc1	0	1	-4	-10	1	2	-2
O=C(Cc1cccnc1)N1CC(=O)N2[C@H](CO)[C@H](c3ccc(C#CC4CCCCC4)cc3)[C@H]2C1	-2	.	-4	4	2	.	-5
CCS(=O)(=O)c1ncc(Cl)c(C(=O)Nc2ccc(S(=O)(=O)N3CCC(C)CC3)cc2)n1	-4	2	-6	21	.	-14	100*
COc1cc(CN2CCC(Cc3ccccc3)CC2)c([N+](=O)[O-])cc1OC	-2	2	4	1	2	1	7
COCCCNC(=O)c1c[nH]c2ccc(S(=O)(=O)N3CCC4(CC3)OCCO4)cc2c1=O	-4	0	-3	8	5	-4	-1
CC(=O)c1c(N2CCN(c3ccccn3)CC2)nc(=S)n(-c2ccccc2)c1C	-1	-6	-3	4	-3	.	19
